FBW7 act – activators of human E3 ligase FBW7 | Q969H0 | AlphaScreen FBW7–phospho-cyclin E peptide binding, activator screen | normalized activity (activation), % at 26.1 µM | 650,000 compounds, 0.13% hits | AID 1259310; in the data active = normalized activity above about 1.9%;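 also: purified mutant Fbw7 with reduced substrate affinity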
TEAD-YAP block – TEAD-YAP interaction inhibition | inhibition, % at 9.12 µM | AID 1259422 | HEK-TIYL cells, TEAD-Gal4/YAP UAS-luciferase luminescence | 640,000 compounds, 1.4% hits; in the data active = inhibition above about 32%;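 also: 0% = median of test compound wells and 100% = reference inhibitor wells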
GPR151 activ – human GPR151 activation; activation, % at 11.2 µM; 650,000 compounds, 1% hits; Q8TDV0; PathHunter beta-arrestin GPR151 cells, luminescence; in the data active = activation above about 4.9%;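 also: 0% = median of compound wells and 100% = cells with positive control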
Target sequence (Q8TDV0 whole entry, looked up): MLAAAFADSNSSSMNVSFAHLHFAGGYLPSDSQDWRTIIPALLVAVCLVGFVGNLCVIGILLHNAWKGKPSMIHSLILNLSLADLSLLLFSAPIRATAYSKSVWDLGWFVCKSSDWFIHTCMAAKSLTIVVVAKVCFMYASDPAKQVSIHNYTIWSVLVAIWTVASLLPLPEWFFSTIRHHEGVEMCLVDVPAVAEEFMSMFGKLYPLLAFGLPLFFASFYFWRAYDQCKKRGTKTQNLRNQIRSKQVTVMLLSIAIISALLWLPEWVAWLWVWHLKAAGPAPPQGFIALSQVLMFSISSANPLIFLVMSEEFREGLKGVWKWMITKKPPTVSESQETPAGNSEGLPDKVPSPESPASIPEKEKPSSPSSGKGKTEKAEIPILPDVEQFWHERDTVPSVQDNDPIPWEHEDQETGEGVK
MITF inh – blocks human microphthalmia-associated transcription factor. O75030. AlphaScreen MITF homodimerization, bead proximity signal. inhibition, % at 2.6 µM. 650,000 compounds, 0.91% hits; in the data active = inhibition above about 50%;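 also: 0% = vehicle wells with protein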
Target sequence (O75030 whole entry, looked up): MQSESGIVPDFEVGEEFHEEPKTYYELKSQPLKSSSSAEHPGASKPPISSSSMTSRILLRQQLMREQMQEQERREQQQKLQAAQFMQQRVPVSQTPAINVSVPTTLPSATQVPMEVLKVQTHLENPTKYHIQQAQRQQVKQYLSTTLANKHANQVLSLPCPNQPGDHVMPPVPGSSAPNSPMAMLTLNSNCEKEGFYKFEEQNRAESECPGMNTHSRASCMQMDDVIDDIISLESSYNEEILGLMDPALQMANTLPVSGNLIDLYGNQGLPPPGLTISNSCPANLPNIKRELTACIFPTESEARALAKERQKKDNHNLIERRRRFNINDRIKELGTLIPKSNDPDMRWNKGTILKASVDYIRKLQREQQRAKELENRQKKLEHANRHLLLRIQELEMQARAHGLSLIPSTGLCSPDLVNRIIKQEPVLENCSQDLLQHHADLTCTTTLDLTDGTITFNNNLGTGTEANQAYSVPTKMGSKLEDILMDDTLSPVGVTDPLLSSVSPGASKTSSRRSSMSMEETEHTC
Numbers without * were called inactive; & = joins results of further samples.

SMILES	FBW7 act	TEAD-YAP block	GPR151 activ	MITF inh
O=C(NN1C(=O)c2ccccc2NC1c1ccccn1)c1ccc([N+](=O)[O-])cc1 (stereo not given)	0.1	6	2.3	-6
CC(=O)c1cccc(NC(=O)C(=O)NCc2cccs2)c1	-0.2	-25	-0.2	3
CCOC(=O)c1sc2nc(SCC(=O)c3ccccc3)n(Cc3ccc(OC)cc3)c(=O)c2c1C	0.2	6	0.3	22
Cc1cc(C)cc(NC(=O)c2ccc3c(=O)n(C4CCCCC4)c(SCC#N)nc3c2)c1	-0.1	7	0.8	-9
CCOC(=O)c1ccc(N2C(=O)c3n[nH]c(C)c3C2c2ccccc2[N+](=O)[O-])cc1 (stereo not given)	-0.2	7	1.7	2
COCCCn1c(=O)c2sccc2n2c(CCCC(=O)NC3CCCCCC3)nnc12	0.0	0	-3.1	1
NC(=O)CN(c1cc(C(F)(F)F)ccc1Cl)S(=O)(=O)c1ccccc1	0.2	-2	-0.4	2
CC1CCC(NCc2ccc3c(c2)OCO3)C1 (stereo not given)	-0.1	5	-0.4	-19
CC[C@H](C)[C@H](NC1CCN(c2ccc(C(=O)N3CCN(CC)CC3)cc2)CC1)C(=O)OC	-0.1	3	-0.5	2
CCOc1cc2c(cc1/C=C1\NC(=S)NC1=O)OCO2	-0.1	-5	-1.5	6
CCN1C(=O)C2(C(C#N)=C(N)OC3=C2C(=O)CCC3)c2ccccc21 (stereo not given)	0.3	-3	-0.6	20
O=C1CC(C(=O)NCc2ccco2)C2(CCCCC2)O1 (stereo not given)	0.8	5	-2.0	8
CCN1CCC(C(=O)Nc2ccc(-c3cccc(C)c3)cc2)CC1	0.1	5	0.0	9
CC(=O)N1CCc2cccc(NC(=O)CCC(=O)O)c21	0.2	-1	0.8	11
Fc1ccc(-c2nc(-c3ccccc3)c(-c3ccc(Sc4ccccc4)cc3)[nH]2)cc1	-0.2	3	-0.6	4
CCOC(=O)C1=C(C)Nc2c(c(=O)n(C)c(=O)n2C)C1c1cccc(O)c1 (stereo not given)	0.0	-10	2.2	-8
COc1ccc(CC(=O)NC(C)c2ccccc2)cc1OC (stereo not given)	-0.1	6	3.5	11
CN(C)CCNc1c2c(c(C#N)c3nc4ccccc4n13)CCC2	0.0	8	-0.9	-19
CS(=O)(=O)N(CC(N)=O)c1cc(C(F)(F)F)ccc1Cl	-0.1	1	1.0	9
O=C(NC(Cc1ccccc1)C(=O)O)OCc1ccccc1 (stereo not given)	0.2	-6	1.4	4
Cc1onc(-c2ccccc2Cl)c1C(=O)Nc1ccccc1C(=O)Nc1ccccc1	0.0	33*	1.8	-13
COc1ccc(Cc2nnc(SCC(=O)Nc3cccc(C(F)(F)F)c3)o2)cc1	1.5	15	3.3	6
COC(=O)c1c(OCc2ccccc2)cc(=O)n2c1CCN(Cc1cccc(OC)c1)CC2	0.3	-10	-0.1	20
CCN(CC)C(=O)CSc1nnc2c(C)cc3cc(C)ccc3n12	-0.1	-7	0.2	-1
CCOCc1cc(C)[nH]c(=O)c1C#N	0.0	3	0.3	-2
COc1ccc(C(=O)Nc2cccc(C(=O)O)c2C)c(OC)c1	0.0	-67	-9.1	11
COC(=O)C(NC(=O)c1ccc(S(=O)(=O)N(C)C)cc1)C(C)C (stereo not given)	0.1	4	1.8	-3
COC(=O)c1cccc(NC(=O)/C=C/c2ccc(OC)cc2)c1	-0.1	1	2.7	-3
CC1=C(C(N)=O)C(c2cccs2)n2nc(-c3cccc(Cl)c3)nc2N1 (stereo not given)	-0.1	-2	0.1	10
CCCCOC(=O)C(C)(CC)Nc1n[nH]c(=O)[nH]c1=O (stereo not given)	-0.3	2	1.0	-3
CCOc1ccccc1NC(=O)C1CC(=O)N(c2ccc(C(C)C)cc2)C1 (stereo not given)	-0.1	-2	0.9	4
Cc1cc2c3c(c1)C1(C(=O)N3C(C)(C)CC2C)C(C#N)=C(N)Oc2cc(O)ccc21 (stereo not given)	0.2	1	-0.1	8
CCCOc1ccc(NC(=O)CC2C(=O)N(c3ccc(C)cc3)C(=O)N2C2CC2)cc1 (stereo not given)	0.0	-26	-0.5	-5
O=C1N(C2Cc3ccccc3C2)C[C@@H]2C[C@@H](c3cccc4c3OCO4)N3CCC[C@@]123	0.6	-8	0.5	3
COc1ccccc1/C=C/CN1CCNC(=O)C1CC(=O)N(C)CC1CCOCC1 (stereo not given)	-0.1	10	0.4	4
CC(C)(C)NC(=O)COC(=O)c1cccs1	-0.1	-6	2.8	-11
CC1CCCCC1NC(=O)CN(C)S(=O)(=O)c1cc2c(cc1Cl)NC(=O)CO2 (stereo not given)	-0.1	2	-1.7	0
CC1CCCN(C(=O)c2cn(C3CCCC3)c(=O)c3c2c2ccccc2n3C)C1 (stereo not given)	-0.1	-6	3.1	-1
Cc1cnc(Nc2ncccn2)nc1Nc1ccc(N2CCOCC2)cc1	-0.3	1	0.1	2
CCCN1C(=O)C(O)(CC(=O)c2cccc([N+](=O)[O-])c2)c2ccccc21 (stereo not given)	-0.2	-6	1.4	-1

Some of the entries above in a different format:
CC(=O)c1cccc(NC(=O)C(=O)NCc2cccs2)c1
  FBW7 act = -0.2; TEAD-YAP block = -25; GPR151 activ = -0.2; MITF inh = 3
CCOC(=O)c1sc2nc(SCC(=O)c3ccccc3)n(Cc3ccc(OC)cc3)c(=O)c2c1C
  FBW7 act = 0.2; TEAD-YAP block = 6; GPR151 activ = 0.3; MITF inh = 22
Cc1cc(C)cc(NC(=O)c2ccc3c(=O)n(C4CCCCC4)c(SCC#N)nc3c2)c1
  FBW7 act = -0.1; TEAD-YAP block = 7; GPR151 activ = 0.8; MITF inh = -9
CCOC(=O)c1ccc(N2C(=O)c3n[nH]c(C)c3C2c2ccccc2[N+](=O)[O-])cc1 (stereo not given)
  FBW7 act = -0.2; TEAD-YAP block = 7; GPR151 activ = 1.7; MITF inh = 2

(next part)
SMILES	FBW7 act	TEAD-YAP block	GPR151 activ	MITF inh
O=C(CC(=O)Nc1cccc(Cl)c1)N/N=C\c1ccccc1	0.4	1	2.7	20
CCOc1cc(/C=C2\N=C(c3ccccc3)OC2=O)cc(I)c1OC(C)=O	0.0	5	-1.2	14
Cn1cc(C(=O)N2CCOCC2)c2c3ccccc3n(C)c2c1=O	0.4	5	-1.6	-3
O=C(NCCOc1ccccc1)c1cc(F)c(F)cc1Cl	0.2	-29	-0.4	4
Cc1ccc(CN2CCN(c3ccc4c(c3)CCN4S(C)(=O)=O)C2=O)cc1	-0.2	2	-1.5	14
Cc1cc(=O)[nH]c(SCc2cccc3ccccc23)n1	-0.1	-5	-1.2	-21
CCc1c(C)nc2ccccc2c1SCCC(=O)O	-0.1	3	0.5	8
O=C1N/C(=C/c2ccccc2)C(O)=C1C=NCc1ccccc1	0.6	-32	0.1	-9
O=C(Nc1ccc(I)cc1)C1CCN(C(=O)c2ccccc2)CC1	0.2	-10	0.7	7
O=C(COc1ccccc1)Nc1ccc(N2CCC(NCCn3cccn3)CC2)cc1	-0.2	-1	2.9	-10
COc1ccccc1Cn1c(=O)c2cccnc2n(CC(=O)NCc2ccc(C)cc2)c1=O	-0.4	0	-0.9	-9
Cc1cc(C(=O)NCc2ccc3c(c2)OCO3)n(-c2ccccc2)n1	-0.4	3	0.3	-4
COc1ccc2c(c1)N(C(=O)Nc1ccccc1)C(C)(C)C=C2C	-0.3	-22	-2.1	-4
O=C(CNS(=O)(=O)c1ccccc1)OCc1cccc([N+](=O)[O-])c1	0.0	-14	-0.7	6
CN(C)CCCN=CC1=C(O)CC(C)(C)CC1=O	0.0&0.0	-1&5	0.9&2.2	1&5
CC(C)c1cc(C(=O)NCC2CCCO2)nn1-c1nc2ccccc2s1 (stereo not given)	0.0	30	1.2	1
COc1cccc(C(=O)NCc2nnc(SCC(=O)N3N=C(c4cccs4)CC3c3ccc(F)cc3)n2-c2ccccc2)c1 (stereo not given)	0.0	5	1.2	-4
Cn1c(CN2CCN(C(=O)NC(c3ccccc3)c3ccccc3)CC2)nc2ccccc21	0.0	18	0.7	6
O=C(CNC(=O)c1ccc(Cl)cc1Cl)NCC(=O)NNC(=O)c1ccccn1	-1.0	3	-1.1	6
O=C(NCC(c1ccco1)S(=O)(=O)c1cccs1)c1ccc([N+](=O)[O-])cc1 (stereo not given)	0.3	-5	-1.3	10
Cc1ccc(-c2n[nH]c(=O)c3ccccc23)cc1S(=O)(=O)NC(C)(C)C	0.1	-7	0.0	3
O=C(Nc1ccc(F)cc1)C1C(c2ccccc2)C1(Cl)Cl (stereo not given)	0.1	-5	-0.6	-15
CCc1ccc(NC(=O)Nc2nnc(N(C)C3CCCCC3)s2)cc1	-0.2	-10	1.2	0
CN(C)CCCNC(=O)c1ccc(Br)o1	0.1	7	2.0	8
Cc1[nH]nc2c1C(c1ccc(OCC(=O)N3CCCC3)cc1)C(C#N)=C(N)O2 (stereo not given)	1.0	11	-0.3	15
C/C(N)=C(/C#N)C(=O)CSc1nnc(-c2ccco2)n1Cc1ccccc1	-0.2	-6	1.4	-6
COc1cccc(-n2c(SC)nc3c(c2=O)C2(CCCCC2)Cc2ccccc2-3)c1	0.0	3	0.0	-3
CN1CCc2c(sc3c2C(=O)NC(c2ccco2)N3)C1 (stereo not given)	0.0	9	3.1	-4
COc1ccc(C(=O)Nc2nnc(CC(C)C)s2)cc1	0.0	-97	3.1	17
CCCSc1nnc2c(n1)OC(C1CC=C(C)CC1C)Nc1ccccc1-2 (stereo not given)	0.1	-25	0.5	20
COc1ccc(C)cc1NC(=O)c1sc2ncn(CC(=O)N3CCCCC3C)c(=O)c2c1C (stereo not given)	0.4	-10	-0.8	-4
COc1ccc(NC(=O)CSc2ncn[nH]2)cc1	-0.1	2	-2.9	-28
ON/C=N/c1nc2c(s1)CCc1nonc1-2	-0.2	5	-0.6	-1
CCn1c(=O)n(CC)c2cc([N+](=O)[O-])c(OC)cc21	0.0	-1	-1.0	6
CCCCOC(=O)C1=C(C)NC2=C(C(=O)CC(c3ccc(Cl)cc3)C2)C1c1cc2c(cc1Cl)OCO2 (stereo not given)	0.1	12	-1.0	2
O=C(Nc1ccccc1Br)c1cc(=O)c2ccccc2o1	0.1	-39	-1.0	-1
CCC(C)CN1CCc2nnc(CCNC(=O)C3CCC3)n2CC1 (stereo not given)	0.2	0	0.1	8
Cc1ccc(OC(=O)CN(C)S(=O)(=O)c2ccc(Cl)cc2)cc1	0.1	5	-0.3	9
O=C(CSc1ncn[nH]1)Nc1ccc(-c2nc3ccccc3s2)cc1	1.2	53*	3.8	17
O=c1c(CN2CCN(Cc3ccccc3)CC2)coc2ccc(Cl)cc12	-0.2	-2	0.2	4

Quoted at random: 7 compounds from above
SMILES	FBW7 act	TEAD-YAP block	GPR151 activ	MITF inh
O=C(NCCOc1ccccc1)c1cc(F)c(F)cc1Cl	0.2	-29	-0.4	4
COc1ccccc1Cn1c(=O)c2cccnc2n(CC(=O)NCc2ccc(C)cc2)c1=O	-0.4	0	-0.9	-9
COCCCn1c(=O)c2sccc2n2c(CCCC(=O)NC3CCCCCC3)nnc12	0.0	0	-3.1	1
O=C(CNS(=O)(=O)c1ccccc1)OCc1cccc([N+](=O)[O-])c1	0.0	-14	-0.7	6
O=C(COc1ccccc1)Nc1ccc(N2CCC(NCCn3cccn3)CC2)cc1	-0.2	-1	2.9	-10
CCOc1cc2c(cc1/C=C1\NC(=S)NC1=O)OCO2	-0.1	-5	-1.5	6
O=C(NC(Cc1ccccc1)C(=O)O)OCc1ccccc1 (stereo not given)	0.2	-6	1.4	4

Additional entries:
SMILES	FBW7 act	TEAD-YAP block	GPR151 activ	MITF inh
CCOC(=O)c1c(C)c(C(=O)NCC(C)C)c(C)n1CC	-0.1	-2	-0.3	8
Cc1ccc(OCC(=O)N2CCC(N3CC(C)CC(C)C3)CC2)cc1 (stereo not given)	0.0	2	-0.2	30
COCC(=O)Nc1cnn(-c2cccc(C(=O)N3CCN(C4CCCC4)C(=O)C3)c2)c1	-0.1	2	-0.2	-22
CCCNC(=O)c1cc(-c2ccc(Cl)cc2)nc2ccccc12	0.2	-5	-1.5	-1
O=C(CSC(=S)N1CCCC1)c1ccc([N+](=O)[O-])cc1	-1.0	-31	0.6	7
CCOC(=O)c1c(NC(=S)NC(=O)c2ccccc2Br)sc2c1CCC2	-0.1	-4	-0.2	-2
COc1ccccc1CNS(=O)(=O)c1ccc(F)c(C(=O)Nc2cccc(C)c2C)c1	-0.1	5	-1.1	-1
Fc1ccc(-c2csc(=Nc3ccccc3)n2Cc2ccccc2)cc1	-0.1	8	0.7	1
Cc1c(C)n2c3c(=O)n(Cc4ccccc4)c(=O)n(C)c3nc2n1Cc1ccccc1	0.6	-3	0.1	-7
CC(=O)c1cccc(NC(=O)c2c[nH]c(=O)n(-c3ccc(F)c(Cl)c3)c2=O)c1	-0.1	8	-1.0	2
O=C(CN1C(=O)NC(Cc2c[nH]c3ccccc23)C1=O)Nc1ccc2c(c1)OCCO2 (stereo not given)	-0.1	-1	0.4	-14
CC(=O)Nc1ccc(Nc2nc(-c3cccs3)cs2)cc1	0.0	-60	-0.1	15
Cc1nc2ccccc2c(=O)n1NC(=O)c1cccc(C(F)(F)F)c1	0.6	15	0.6	14
O=C(Cn1c2ccccc2c(=O)c2ccccc21)Nc1ccc(I)cc1	0.5	3	4.1	7
Cc1ccc(C(=O)NC(=C(Cl)Cl)P(=O)(O)O)cc1	-0.5	-2	-0.4	-7
COc1ccccc1Cn1c(=S)[nH]c2cc(C(=O)N3CCCC(C)C3)ccc2c1=O (stereo not given)	-0.1	3	0.5	-14
O=c1[nH]c2ccc(Br)cc2c(-c2ccccc2)c1[N+](=O)[O-]	-0.1	7	-0.9	-5
Cc1cc(NC2CCN(Cc3ccccc3)CC2)nc(Cl)n1	0.0	-2	1.1	3
